OXTR agonist – human OXTR agonists, primary screen, fluorescence, CHO-OTR cells, Fluo-8 calcium; Oxytocin receptor (Homo sapiens), P30559; Fluo-8 calcium fluorescence; normalized: DMSO 0%, oxytocin 100%; activation, % at 3 µM; 320,000 compounds, 0.32% hits; AID 2435, 2010;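 active = activation above the mean of all tested compounds plus 3 SD, cutoff set per screening run, cut at about 20% in these data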;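 note: peak over basal fluorescence ratio from a 100 s FLIPR kinetic read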
Target sequence (P30559 whole entry, looked up): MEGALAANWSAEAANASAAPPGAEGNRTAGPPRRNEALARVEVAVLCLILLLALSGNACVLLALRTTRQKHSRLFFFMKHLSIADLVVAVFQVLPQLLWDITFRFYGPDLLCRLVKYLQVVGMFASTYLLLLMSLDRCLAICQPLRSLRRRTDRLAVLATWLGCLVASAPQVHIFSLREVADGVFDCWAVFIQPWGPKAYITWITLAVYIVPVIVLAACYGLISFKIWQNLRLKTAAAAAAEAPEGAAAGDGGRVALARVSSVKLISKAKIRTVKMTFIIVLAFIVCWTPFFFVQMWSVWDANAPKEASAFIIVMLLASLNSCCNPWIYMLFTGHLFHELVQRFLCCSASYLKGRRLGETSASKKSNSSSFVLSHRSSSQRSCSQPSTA
OXTR potentiate – human OXTR potentiators, primary screen, fluorescence, CHO-OTR cells, Fluo-8 calcium; Oxytocin receptor (Homo sapiens), P30559; activation, % at 3 µM; 320,000 compounds, 0.061% hits; AID 2445, 2010; Fluo-8 calcium fluorescence, potentiator mode; 0% = oxytocin EC15, 100% = EC100;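 active = activation above that plate's cutoff, the mean activation of tested compounds plus 3 SD, cut at about 6.6% in these data, passing the limit was not always enough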;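 note: 100% uses oxytocin at 75 nM as the full agonist control; some results filed as inactive read as strong as hits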
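test system = CHO-OTR cells, human receptor | compound = single-point 3.0 µM | schedule = 6 min compound pre-incubation at room temperature, 100 s kinetic read | signal = Fluo-8 no-wash calcium dye fluorescence, excitation 470-495 nm, emission 515-575 nm | repeats = single well per compound, singlicate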
CHRM1 PAM – human M1 muscarinic receptor positive allosteric modulators, primary screen, CHO-K1 cells, Fluo-8 calcium fluorescence, 1536-well; AID 588819, 2011; Muscarinic acetylcholine receptor M1 (Homo sapiens), P11229; activation, % at 3 µM; 360,000 compounds, 0.088% hits; CHO-K1 hM1, ACh EC20; 0% = ACh EC20, 100% = maximal ACh; in the data active = activation above about 19%, passing the limit was not always enough
TAAR1 agonist – human TAAR1 agonists, primary screen, Fluo-8 calcium fluorescence, CHO RD-HGA16 cells | Trace amine-associated receptor 1 (Homo sapiens), Q96RJ0 | vehicle wells 0%, saturating PEA agonist 100% | activation, % at 3 µM | 360,000 compounds, 0.99% hits | AID 624467, 2012;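 active = activation above the mean activation of all test compounds in the run plus 3 SD, cut at about 38% in these data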
Target sequence (Q96RJ0 whole entry, looked up): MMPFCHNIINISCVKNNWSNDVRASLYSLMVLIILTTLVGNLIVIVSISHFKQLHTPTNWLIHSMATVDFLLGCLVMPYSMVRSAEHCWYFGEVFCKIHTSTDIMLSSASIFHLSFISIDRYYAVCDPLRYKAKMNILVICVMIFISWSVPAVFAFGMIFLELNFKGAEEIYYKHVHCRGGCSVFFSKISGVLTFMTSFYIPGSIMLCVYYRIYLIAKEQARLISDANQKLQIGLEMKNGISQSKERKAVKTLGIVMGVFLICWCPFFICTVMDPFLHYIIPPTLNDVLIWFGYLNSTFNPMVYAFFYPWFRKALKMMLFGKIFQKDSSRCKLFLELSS
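Test system: RD-HGA16 (CHO) cells co-expressing Gα16 and hTAAR1 | Doses: Single dose, 3 µM | Schedule: 17-24 h seeding, 75 min 37 °C dye, 30 min RT | Evaluation: % activation from peak over basal fluorescence ratio, DMSO-to-PEA scaled | Technique: Kinetic Fluo-8 calcium fluorescence | Benchmarks: Low control DMSO, high control PEA (EC100)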
M1 antag – human M1 muscarinic receptor antagonists, primary screen, CHO-K1 cells, Fluo-8 calcium fluorescence, 1536-well | inhibition, % at 3 µM | 360,000 compounds, 1.3% hits | CHO-K1 hM1, ACh EC80 antagonist | Muscarinic acetylcholine receptor M1 (Homo sapiens), P11229;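 active = percent inhibition above its own plate's cutoff, namely the mean of that plate's compound wells plus 3 SD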;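 note: peak over basal fluorescence ratio during 140 s after agonist addition; 0% = ACh EC80 plus DMSO and 100% = DMSO alone without agonist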
TAAR1 antag – human TAAR1 antagonists, primary screen, Fluo-8 calcium fluorescence, CHO RD-HGA16 cells; Trace amine-associated receptor 1 (Homo sapiens), Q96RJ0; antagonist; inhibition, % at 3 µM; 360,000 compounds, 1.5% hits;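 active = inhibition above a per-plate cutoff, the mean inhibition of test compounds on that plate plus 3 SD, cut at about 49% in these data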;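 note: 0% = DMSO plus EC80 beta-PEA response and 100% = DMSO alone without agonist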
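Assay system: RD-HGA16 CHO cells with stable hTAAR1 and Gα16 / Reagent: EC80 β-phenethylamine stimulus / Doses: 3 µM, single point / Timing: dye loading 75 min at 37 °C, then 30 min room temperature / Measured by: Fluo-8 intracellular calcium dye fluorescence, real-time kinetic reads / Controls: vehicle wells and EC80 agonist wells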
CHRM1 agonist – human M1 muscarinic receptor agonists, primary screen, Fluo-8 calcium fluorescence, CHO-K1 cells, HTS | Muscarinic acetylcholine receptor M1 (Homo sapiens), P11229 | CHO-K1 hM1, agonist mode; 0% DMSO, 100% acetylcholine EC100 | activation, % at 3 µM | 360,000 compounds, 0.33% hits;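 active = activation above the run's mean compound activation plus 3 SD, cut at about 16% in these data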;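 note: peak over basal fluorescence ratio within a 140 s kinetic read after compound addition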
CHO parental Ca – ATP-evoked calcium signal inhibitors, parental CHO, primary screen, counter-screen for OX1R antagonist project, cell-based, fluorescence, Fluo-8 calcium dye; parental CHO-K1, ATP-induced calcium, Fluo-8 fluorescence; inhibition, % at 5.6 µM; 330,000 compounds, 0.63% hits; AID 463079, 2010;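 active = inhibition above that plate's mean sample inhibition plus 3 SD, cut at about 26% in these data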;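 note: 0% = ATP-challenged DMSO wells and 100% = DMSO wells without ATP; some compounds past the cut are filed as inactive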
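material = parental CHO cells | also added = ATP as calcium-mobilizing challenge | dosing = single point at 5.6 µM | detection = intracellular calcium via Fluo-8 no-wash fluorescent dye | read-out = % inhibition | benchmarks = low control ATP plus DMSO, high control DMSO only | repeats = one well per compound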
V1R ag counter – agonists of human V1a receptor, primary screen, counter-screen for OXTR agonist project, fluorescence, CHO-V1R cells. activation, % at 3 µM. Vasopressin V1a receptor (Homo sapiens), P37288. Fluo-8 calcium fluorescence, agonist mode; 0% DMSO, 100% 3 nM vasopressin. AID 2797, 2010. 320,000 compounds, 0.25% hits;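 active = activation above the mean activation of all tested compounds plus 3 SD, per screening run, cut at about 20% in these data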;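 note: signal is peak over basal fluorescence ratio across a 100 second FLIPR read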
Starred values were filed as active, the others as inactive; . = no result given.

SMILES | OXTR agonist | OXTR potentiate | CHRM1 PAM | TAAR1 agonist | M1 antag | TAAR1 antag | CHRM1 agonist | CHO parental Ca | V1R ag counter
CC(=O)Nc1ccc(-n2cc(-c3ccccc3)[nH]c2=S)cc1 | 0.0 | -14 | -13 | 10 | 11 | 6 | -11 | -1 | 0.9
Cc1ccc(C(=O)OCC(=O)N2CCOCC2)c(C)c1 | -0.2 | -8 | 11 | 2 | -8 | -13 | -5 | -13 | 1.6
CCc1ccc(NC(=O)C/C(C)=N/NC(=O)COc2ccc(C)cc2Br)cc1 | -1.5 | -14 | 3 | 4 | -6 | -25 | -3 | -22 | -1.1
COc1ccc(C=CC(=O)c2cc(O)ccc2O)cc1 | . | . | 3 | 3 | -6 | 15 | 0 | . | .
CCSc1ccc(C(=O)Nc2cccc(C)n2)cc1[N+](=O)[O-] | 1.1 | -12 | -4 | 2 | -3 | 10 | -3 | -10 | 2.8
CCOc1ccc(OCC)c(NC(=O)c2nnn(CC(=O)Nc3cc(C)cc(C)c3)c2N)c1 | -0.5 | -8 | -2 | -4 | -2 | -25 | -5 | 10 | -0.7
CCOC(=O)C1(Cc2cccc(F)c2)CCN(Cc2cnn(CC)c2)CC1 | 2.1 | 2 | -10 | 4 | 1 | -5 | -13 | -16 | 2.0
COc1ccc(CCNC(=O)COC(=O)c2cc(OC)c(OC)cc2OC)cc1OC | 0.0 | -5 | -7 | 5 | 9 | -5 | -2 | -2 | -1.1
COc1cccc(CNC(=O)c2csc3c2CCCC3)c1 | -1.1 | -3 | 7 | 0 | 11 | 1 | -2 | -27 | 0.8
Cc1c(CCC(=O)NCC(=O)NCC(=O)O)c(=O)oc2cc3oc4c(c3cc12)CCCC4 | 1.7 | -4 | 8 | -1 | -7 | -11 | -4 | -6 | 9.7
COC(=O)c1c(NC(=O)c2ccccc2)sc(C(N)=O)c1C | 0.5 | -1 | 8 | 1 | -9 | -3 | -1 | -1 | -0.3
COc1ccc(S(=O)(=O)N2CCc3ccccc32)cc1C(=O)OCc1nnc(-c2ccccc2)o1 | 1.0 | -1 | 17 | 3 | -10 | -5 | 0 | -11 | 1.2
O=C(O)/C=C/C(=O)NCCc1ccccc1 | 0.9 | -2 | 10 | 118* | -4 | 80* | -2 | -7 | 1.1
COC(=O)c1cc(Nc2cc(C)c3c(O)cccc3n2)cc(C(=O)OC)c1 | 2.5 | -2 | -7 | 9 | 17 | 63* | -1 | -13 | 1.8
O=C(N/N=C/c1ccccn1)c1cc(C2CC2)[nH]n1 | 1.3 | 6 | 8 | 10 | -10 | 2 | -6 | -9 | -0.7
CC(=O)CSc1ccc(S(=O)(=O)N2CCN(C)CC2)cn1 | 0.7 | -1 | 2 | 5 | -2 | -22 | -3 | -11 | 0.4
Cc1sc(NC(=O)C2=COCCO2)c(C(N)=O)c1C | -1.8 | -9 | 5 | -1 | 4 | -27 | -1 | 2 | -1.2
CN1CCc2c1nc1ccccc1c2N (tested in a mixture with another compound) | 2.2 | -10 | 8 | 2 | -7 | -4 | -6 | 2 | -0.4
CC(O)(c1ccccc1)c1nc(-c2cccc(C#N)c2)cs1 (stereo not given) | . | . | 1 | -1 | -4 | -8 | -5 | . | .
CCOc1ccccc1CN1C(=O)C2(OCCO2)c2ccccc21 | -2.5 | -3 | 7 | 5 | -8 | -5 | -4 | 20 | -0.6
C=CCSc1n[nH]c(-c2ccc(OC)cc2)n1 | -0.1 | -2 | 2 | 3 | -4 | 5 | -5 | -2 | -0.5
CC(NC(=O)COC(=O)c1ccc(S(=O)(=O)N2CCOCC2)cc1)c1ccccc1 (stereo not given) | 0.9 | -1 | 2 | 6 | -5 | 5 | -2 | -1 | 1.5
O=C1C=C(c2ccc(F)nc2)CCC1 | -0.5 | -3 | 7 | 7 | 0 | 9 | -4 | -13 | 0.0
CN(CCC#N)C(=O)COC(=O)c1ccc(Cl)c(S(N)(=O)=O)c1 | 1.1 | -2 | 8 | 2 | -10 | 0 | -2 | 13 | 0.2
CN(CCN1CCc2ccccc2C1)Cc1nc(-c2ccc3c(c2)OCO3)no1 | 0.9 | -9 | -5 | 7 | 8 | -34 | -8 | -17 | 0.8
(continued)
SMILES | OXTR agonist | OXTR potentiate | CHRM1 PAM | TAAR1 agonist | M1 antag | TAAR1 antag | CHRM1 agonist | CHO parental Ca | V1R ag counter
CCCCOc1ccc(NC(=O)c2cc(F)c(F)cc2Cl)cc1 | -2.9 | -6 | -6 | 2 | 5 | -6 | -7 | -6 | -0.6
CCOC(=O)c1c(NC(=O)CSc2ncn[nH]2)sc(C(=O)N(C)C)c1C | 1.4 | 2 | 12 | 0 | -12 | -11 | -1 | -1 | 0.0
COc1ccc(CC(NC(C)=O)C(=O)NC2CCN(C(=O)c3ccc([N+](=O)[O-])cc3)CC2)cc1OC (stereo not given) | 0.5 | -19 | 8 | 9 | -11 | -1 | -4 | -3 | 0.6
CC(C)CN(C#N)c1nc(N2CCOCC2)nc(N2CCOCC2)n1 | -1.1 | 2 | 11 | 15 | -2 | -2 | -2 | -12 | -1.0
O=C(COC(=O)Cc1ccsc1)Nc1ccc(Cl)cn1 | -1.4 | -6 | 5 | 6 | -7 | -4 | -4 | -9 | -0.2
Cc1noc(NS(=O)(=O)c2ccc(NC(=O)C(C)C)cc2)c1C | 0.4 | -3 | 21 | 1 | -16 | -16 | 2 | 3 | 0.6
CCC(=Cc1ccccc1O)c1ccncc1 | . | . | 7 | -1 | -5 | -15 | -2 | . | .
Cc1cc(-c2nnco2)c(C)n1-c1ccccc1 | -2.0 | -14 | 3 | 2 | -28 | -6 | -4 | -21 | -1.0
C(=N\n1cnc2ccccc21)/c1cccnc1 | 2.4 | 3 | 10 | 2 | -9 | 6 | -5 | 0 | 1.1
CC(=O)Nc1ccc(NC(=O)C(C)Oc2ccccc2C(=O)NCc2ccccc2)cc1 (stereo not given) | -0.8 | -3 | 7 | 0 | -10 | -5 | -2 | -9 | 0.2
O=C(CCC1N=C2c3ccccc3N=C(SCc3cccc(Cl)c3)N2C1=O)NCc1ccco1 (stereo not given) | -0.9 | -9 | 8 | 13 | -6 | 9 | -3 | 0 | 0.2
O=C(CN1CCN(Cc2ccccc2Cl)C1=O)N1CCCCCC1 | -0.4 | -16 | -2 | 5 | 3 | 6 | -3 | -10 | 1.6
CC(C)C(=O)Nc1ccc(-c2ccc3nncn3n2)cc1 | -0.6 | -6 | 4 | 2 | -5 | -24 | -2 | -9 | -0.4
Cc1ccc(-n2nc3c(=O)n(CC(=O)NCc4ccc(C)o4)nc(C)c3c2C)cc1 | -3.0 | -5 | 1 | -2 | -10 | -14 | -6 | -26 | -1.7
O=[N+]([O-])c1cccc(S(=O)(=O)Nc2ccc(S(=O)(=O)Nc3nccs3)cc2)c1 | 0.1 | -2 | 11 | 5 | -9 | -12 | -1 | -6 | -0.2
O=C(CCCC(=O)N(c1ccc2c(c1)OCCO2)C(C(=O)NC1CCCCC1)c1ccc(Cl)cc1)Nc1ccccn1 (stereo not given) | -0.9 | -7 | 1 | 1 | -6 | 11 | -3 | -20 | -0.2
COc1ccc(NC(=O)C2CCC(CNS(=O)(=O)c3csc(C(N)=O)c3)CC2)cc1OC (stereo not given) | -0.6 | -5 | 7 | 0 | -12 | 0 | 0 | -5 | 0.7
C[C@@H]1CCCCCCCCC(=O)OCCN1C(=O)OC(C)(C)C | -0.7 | 6 | 9 | 17 | -18 | -10 | 0 | -13 | 0.1
CC(C)C[C@@H](CN)NC(=O)c1nc[nH]c1C(=O)N[C@@H](C)C(=O)CNC[C@H](C)NC(=O)c1nc[nH]c1C(=O)N[C@@H](CC(C)C)C(=O)O | . | . | 5 | 1 | -9 | -1 | -1 | . | .
CCOc1ccc2c(c1)c(N=NC(=N)N)c(O)n2C | -1.2 | -7 | 7 | -1 | -4 | 9 | -8 | -8 | 0.1
COc1ccc(/C=C/C(=O)NC(=S)NNC(=O)c2cccs2)cc1OC | 0.3 | -1 | 1 | 7 | 4 | -3 | -2 | -19 | 1.6
CCOc1ccc(N(C(=O)CNC(=O)c2ccco2)C(C(=O)NC2CCCC2)c2ccncc2)cc1 (stereo not given) | -0.4 | -7 | 12 | 0 | -4 | -20 | -6 | -21 | 0.9
CCOC(=O)c1ccccc1N/C=C/C(=O)c1ccccc1 | -1.8 | 0 | -5 | 0 | -9 | -3 | -5 | -19 | -0.1
CC(OC(=O)c1ccncc1)C(=O)Nc1cccc(Cl)c1 (stereo not given) | 0.3 | -11 | 6 | 0 | -10 | -1 | -5 | 1 | 0.5
O=C(/C=C/c1ccco1)N1CCc2ccccc21 | -1.1 | -3 | 2 | -1 | -2 | -9 | -3 | -6 | -1.2
CC1=CC(C)(C)NC(=S)N1c1cc(C)cc(C)c1 | -2.9 | -9 | 3 | 0 | 1 | -18 | -5 | 5 | -1.1
COc1cccc(C(=O)NC(=S)Nc2ccc3[nH]c(=O)[nH]c3c2)c1 | 0.0 | -4 | 5 | -1 | -8 | -28 | -2 | 19 | 2.6
CN(C)CCCNc1cc(C(C)(C)C)nc2c(-c3ccc(Cl)cc3)cnn12 | 9.0 | 0 | 2 | 4 | 4 | -6 | -2 | 13 | 5.5

Part of the list above, with two lines to a compound.
Under each structure – OXTR agonist, OXTR potentiate, CHRM1 PAM, TAAR1 agonist, M1 antag, TAAR1 antag, CHRM1 agonist, CHO parental Ca, V1R ag counter
COc1ccc(/C=C/C(=O)NC(=S)NNC(=O)c2cccs2)cc1OC
  0.3, -1, 1, 7, 4, -3, -2, -19, 1.6
COc1ccc(CCNC(=O)COC(=O)c2cc(OC)c(OC)cc2OC)cc1OC
  0.0, -5, -7, 5, 9, -5, -2, -2, -1.1
Cc1sc(NC(=O)C2=COCCO2)c(C(N)=O)c1C
  -1.8, -9, 5, -1, 4, -27, -1, 2, -1.2
